From PubChem BioAssay
BLM helicase inh: Bloom syndrome helicase (human) inhibition; recombinant BLM DNA unwinding, fluorescence dequenching; 0.2% of 350,000 active; Potency, µM (top dose mostly 56.1 µM), without a hit: top-dose activity change, negative = inhibition, hits mostly inhibitors;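 also: plate controls were vehicle for no effect and no enzyme for full effect; nearly all actives have a fitted effect of over 35% in size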
POLI inh: blocks human DNA polymerase iota activity; Q9UNA4; Potency, µM (highest dose often 115 µM), inactives show top-dose activity, negative = inhibition, usual class: inhibitors; 1% of 390,000 active; Pol iota fluorescent replication assay, 10 min
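Fluorescent replication assay read twice, at 0 min and 10 min after adding 50 nM (final) substrate. Enzyme (10 nM) and compounds were first incubated 15 min at room temperature; enzyme-free buffer wells were negative controls.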
JMJD2A Tudor inh: inhibitors of human JMJD2A Tudor domain; AlphaScreen JMJD2A-Tudor / H3K4me3 peptide binding; Potency, µM (highest dose often 114 µM), for the others: top-dose activity change, negative = inhibition, actives largely listed as inhibitors; 4.4% of 390,000 active; also: % is scaled to controls: 0 for no effect and ±100 for the full control effect; nearly all actives have a fitted effect of over 50% in size
Target sequence (O75164 whole entry, looked up, the tested form may be a part): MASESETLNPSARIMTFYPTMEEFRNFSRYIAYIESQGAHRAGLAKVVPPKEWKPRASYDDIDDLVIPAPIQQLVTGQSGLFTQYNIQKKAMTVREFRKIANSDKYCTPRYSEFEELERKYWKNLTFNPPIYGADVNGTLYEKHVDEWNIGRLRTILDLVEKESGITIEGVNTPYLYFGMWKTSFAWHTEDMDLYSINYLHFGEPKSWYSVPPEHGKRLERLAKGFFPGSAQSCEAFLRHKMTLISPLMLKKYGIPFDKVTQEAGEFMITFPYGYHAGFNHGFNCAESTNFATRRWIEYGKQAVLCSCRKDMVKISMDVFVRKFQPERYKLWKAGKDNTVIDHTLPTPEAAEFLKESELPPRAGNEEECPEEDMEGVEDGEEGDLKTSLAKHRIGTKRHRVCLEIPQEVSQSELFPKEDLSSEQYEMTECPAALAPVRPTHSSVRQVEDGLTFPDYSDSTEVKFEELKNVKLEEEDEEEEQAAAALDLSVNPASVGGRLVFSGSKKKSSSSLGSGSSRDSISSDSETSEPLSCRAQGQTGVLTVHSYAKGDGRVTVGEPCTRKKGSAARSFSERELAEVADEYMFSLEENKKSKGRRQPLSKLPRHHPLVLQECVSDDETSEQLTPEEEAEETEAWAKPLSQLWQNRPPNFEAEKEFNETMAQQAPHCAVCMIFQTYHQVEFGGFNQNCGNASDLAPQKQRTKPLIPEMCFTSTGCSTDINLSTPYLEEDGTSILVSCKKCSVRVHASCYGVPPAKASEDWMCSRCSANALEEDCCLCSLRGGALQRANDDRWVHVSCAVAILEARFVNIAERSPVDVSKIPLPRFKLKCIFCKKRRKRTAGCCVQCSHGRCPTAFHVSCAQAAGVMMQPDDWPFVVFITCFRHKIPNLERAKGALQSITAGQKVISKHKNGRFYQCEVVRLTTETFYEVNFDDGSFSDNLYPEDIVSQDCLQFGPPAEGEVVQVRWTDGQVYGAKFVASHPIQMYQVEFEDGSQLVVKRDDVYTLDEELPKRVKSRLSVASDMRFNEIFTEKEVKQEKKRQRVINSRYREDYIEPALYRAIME
HP1b binding inh: inhibitors of HP1-beta chromodomain binding to methylated histone tails. 0.56% of 390,000 active. P83916. AlphaScreen HP1-beta / biotin-H3K9me3 peptide binding. Potency, µM (highest dose often 114 µM), for inactives: at the highest dose activity change, negative = inhibition, usual class: inhibitors; also: nearly all actives have a fitted effect of over 70% in size; inactives centre near 23
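Compound inhibition of the preformed complex between 50 nM HP1-beta and 50 nM biotinylated H3K9me3 peptide was read by AlphaScreen. Buffer was PBS pH 7.4 with 0.01% Tween-20. Incubations ran 30 min at room temperature, with 10 ug/mL donor/acceptor beads.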
BAZ2B inh: BAZ2B (human) inhibition. AlphaScreen BAZ2B-H3K14Ac peptide displacement. Q9UIF8. AID 504333. 4.4% of 360,000 active. Potency, µM (titrated, usually from 114 µM), for the others: at the top dose activity change, negative = inhibition, most hits filed as inhibitors; also: % is scaled to controls: 0 for no effect and ±100 for the full control effect; nearly all actives have a fitted effect of over 60% in size
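Complex of BAZ2B and biotin-H3K14Ac (50 nM apiece) forms over 30 min at RT, then faces library compounds up to 110 uM for another 30 min; AlphaScreen beads added, 20 min dark incubation, luminescence read.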
Tb PGK inh: blocks T. brucei phosphoglycerate kinase; AID 602233; P07378; Potency, µM (series often up to 57.5 µM), for inactives: top-dose activity change, negative = inhibition, hits mostly inhibitors; PGK/GAPDH coupled, Kinase-Glo luminescence, 60 min; 0.043% of 380,000 active; also: % is scaled to controls: 0 for no effect and ±100 for the full control effect; nearly all actives have a fitted effect of over 60% in size
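Luminescent ATP detection (Kinase-Glo Plus) follows a 60-minute room-temperature incubation, with wells lacking PGK as controls. Buffer: 100 mM TEA (pH 7.6), 5 mM MgCl2, 0.01% Tween-20. Coupling enzyme GAPDH (100 nM final) supplies unstable 1,3-BPG in-well.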
Pin1 inh: inhibitors of human Pin1; Q13526; Pin1 FP peptide displacement, HiFluor488, 10 min; Potency, µM (highest dose often 115 µM), for the others: at the highest dose activity, negative = inhibition, hits mostly inhibitors; 0.009% of 390,000 active; active = well fitted inhibition curve with a large enough effect in the polarisation, with a control signal flat, not every such curve was filed as active; inconclusive = small, poorly fitted or top-dose-only effect, or effect the other way, or a change in a side signal; inactive = no such curve, though single readings can be large or run the other way; the % refers to the polarisation; also: % is scaled to controls: 0 for no effect and ±100 for the full control effect
G9a inh: inhibitors of human histone lysine methyltransferase G9a. 8.8% of 350,000 active. G9a H3K9 monomethylation, AlphaScreen, 2 h. Q96KQ7. Potency, µM (series often up to 102 µM), inactives show at the highest dose activity, negative = inhibition, most hits filed as inhibitors; also: % is scaled to controls: 0 for no effect and ±100 for the full control effect; nearly all actives have a fitted effect of over 75% in size
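G9a (20 nM) preincubated 15 min RT with compounds, then 500 nM biotinylated H3K9 peptide and 20 uM SAM added; 2 h RT reaction. Monomethyl-H3K9 product detected by AlphaScreen with anti-H3K9me1 antibody, streptavidin donor and anti-rabbit IgG acceptor beads.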
GLS inh: inhibitors of human glutaminase (GLS) | O94925 | GLS enzymatic activity, qHTS titration | Potency, µM (titrated, usually from 45.5 µM), inactives show top-dose activity change, negative = inhibition, hits mostly inhibitors | 0.21% of 410,000 active; also: % is scaled to controls: 0 for no effect and ±100 for the full control effect
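Compounds were pin-transferred onto hKGA, after which L-glutamine (1 mM solution) and a detection mix of glutamate oxidase, HRP and Amplex Red were added. Initial and 30 min RT fluorescence reads were collected.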
The depositor's hits bear a star; i = inactive; u = inconclusive; x = not tested or not shown; [ ] = dose if it differs, or a comment. Unless noted, calls follow the shape of the dose curve; as a rule, active = well fitted curve in the direction sought with a large enough effect; inconclusive = small, poorly fitted or top-dose-only effect, or another doubt; inactive = no such curve, though single readings can be large; an effect the other way counts as inactive or inconclusive. Potency is read from the fitted curve at half-maximal effect. These rows are one share of the data; count on the stated rates, not on these rows.

SMILES | BLM helicase inh | POLI inh | JMJD2A Tudor inh | HP1b binding inh | BAZ2B inh | Tb PGK inh | Pin1 inh | G9a inh | GLS inh
CN(C)NC(=O)C(NC(=O)c1ccc(N)cc1)C12CC3CC(CC(C3)C1)C2 (stereo unspecified) | -4% | 35µM* | u | 41%[activator] | -35% | x | -2% | 45µM* | 14%
CC(CCc1ccccc1)NC(=O)CN1CCN(Cc2ccccc2)C1=O (stereo unspecified) | 0% | 15% | -7% | 20% | 4% | i | -2% | 9% | -9%
CC(=O)Nc1ccc(S(=O)(=O)N2CCN(C(=O)N3CCCCC3)CC2)cc1 | -5% | 86%[activator] | -14% | 46%[activator] | 9% | -6% | 2% | -1%[0.501 µM] | 1%
Cc1ccc(C(=O)NCCc2nnc(SCC(=O)Nc3cccc(C(=O)O)c3)n2C)cc1 | -2% | 23% | -6% | 15% | -5% | 8% | 10% | 10%[0.501 µM] | 1%
Cc1ccc(S(=O)(=O)N/N=C/c2ccc(OCC(=O)Nc3ccccc3Cl)cc2)cc1 | -14% | 73%[activator] | -8% | 46%[activator] | -13% | -3% | 39%[activator] | -27%[0.0925 µM] | -13%
CNc1snc(C)c1C(=O)OC(C)C(=O)Nc1ccccc1 (stereo unspecified) | x | 44% | 7% | 48%[activator] | 4% | -6% | -1% | 5%[12.7 µM] | 1%
Cn1cnc2c(=O)oc3ccc(S(=O)(=O)N4CCN(c5ccccc5)CC4)cc3c21 | -5% | 2% | -12% | 42%[activator] | 4% | i | 0% | 9%[59 µM] | 3%
NNC(=S)Nc1cccc(-c2n[nH]c(=S)o2)c1 | -1% | -12% | u | 0% | -28% | -11% | u | 3.2µM* | 44%[activator]
CC(C)NC(=O)c1onc(CSc2nc3ccccc3[nH]2)c1C(=O)NC(C)C | 0% | -22% | -29% | -7% | -30% | -14% | -4% | 50µM* | 6%
CSc1nsc(NC(=O)Nc2ccccc2)n1 | x | -8% | 9% | 40%[activator] | x | -6% | 0% | x | -5%

Single records, from the list above. Order of screens: BLM helicase inh, POLI inh, JMJD2A Tudor inh, HP1b binding inh, BAZ2B inh, Tb PGK inh, Pin1 inh, G9a inh, GLS inh
CN(C)NC(=O)C(NC(=O)c1ccc(N)cc1)C12CC3CC(CC(C3)C1)C2 (stereo unspecified) in the list: -4%, 35µM*, u, 41%[activator], -35%, x, -2%, 45µM*, 14%
CC(=O)Nc1ccc(S(=O)(=O)N2CCN(C(=O)N3CCCCC3)CC2)cc1 in the list: -5%, 86%[activator], -14%, 46%[activator], 9%, -6%, 2%, -1%[0.501 µM], 1%
CSc1nsc(NC(=O)Nc2ccccc2)n1 in the list: x, -8%, 9%, 40%[activator], x, -6%, 0%, x, -5%

(next part)
SMILES | BLM helicase inh | POLI inh | JMJD2A Tudor inh | HP1b binding inh | BAZ2B inh | Tb PGK inh | Pin1 inh | G9a inh | GLS inh
COc1ccc(OCCC(=O)OCC(=O)NC(=O)NC(C)C)cc1 | -1% | -7% | -5% | 33% | 11% | 2% | 3% | 4%[59 µM] | -4%
COc1cc(C(=O)N/C(=C\c2cn(S(=O)(=O)N(C)C)c3ccccc23)C(=O)N2CCCC2)cc(OC)c1OC | -13% | -6% | -32% | 19% | -25% | -1% | -1% | -3% | 10%
O=C(NCC(c1ccco1)N1CCN(c2ccccc2)CC1)c1ccco1 (stereo unspecified) | x | 20% | -12% | 17% | -32% | -6% | 1% | u | -1%
C=CCSC1=N/C(=C/c2ccsc2)C(=O)N1c1ccccc1 | -8% | -10% | 6% | 64%[activator] | 68%[activator] | -8% | -8% | 45%[activator][59 µM] | -4%
Fc1ccc2c(c1)C(c1ccncc1)=NNC(c1cccnc1)=N2 | -8% | 20% | 14% | 10% | 5% | -4% | -9% | -7%[59 µM] | x
O=C(Nc1c(C(=O)N2CCN(c3ccccc3F)CC2)oc2ccccc12)c1ccccc1F | -7% | 2% | -15% | 24% | 0%[57.1 µM] | -9% | 6% | -21%[59 µM] | 11%
N#C/C(=C/c1ccccc1)C(=O)OCC(=O)Nc1ccccc1[N+](=O)[O-] | x | 18% | -14% | 26% | u | -2% | -9% | -20%[59 µM] | 5%
O=C(Nc1cccc(S(=O)(=O)N2CCCCC2)c1)Nc1ccc(Cl)cc1Cl | -7% | 58%[activator] | -25% | 34% | -13% | 10% | 83%[activator] | 21%[59 µM] | 0%
O=C(CSc1nnc(-c2ccncc2)n1-c1ccccc1)N1CCN(c2ccc(Cl)cc2)CC1 | -2% | 15% | -8% | -3% | 3% | i | 2% | 28µM* | 2%
CN(C)c1ccc(C(=O)C(=O)c2ccccc2)cc1 | -9% | 30% | u | 5% | u | i | -9% | u | 1%
Cc1[nH]n(-c2ccccc2)c(=O)c1N=Nc1ccccc1C(=O)N1CCCCC1 | -4% | 5% | u | -3% | u | -6% | -1% | -3%[59 µM] | 9%
COc1ccc(-c2nc(NC(=O)c3c(C)noc3C)sc2C)cc1 | x | 28% | -3% | 22% | -3% | 2% | 0% | -10% | 8%
COc1cc(CCC(=O)Nc2nccs2)cc(OC)c1OC | 1% | 24% | 9% | 25% | 0% | 2% | 2% | 37%[activator] | 2%
Cc1ccc(S(=O)(=O)NCc2csc(C)n2)cc1 | 1% | 14% | 3% | 28% | -1% | -2% | 2% | 38%[activator] | 17%
Cc1oc2ccc(O)c(CN3CCN(Cc4ccccc4)CC3)c2c1C(=O)Nc1ccccc1 | -5% | -16% | u | -23% | -23% | i | -8% | u | 7%
Cn1cc(CNC(=O)Nc2ccc3c(c2)OCO3)cn1 | -4% | 10% | -5% | 40%[activator] | 9% | -8% | -2% | -6% | 23%
O=C1c2ccccc2C(=O)N1OCCOCCOCCBr | -3% | u | -9% | 19% | u | -7% | -2% | u | 16%
COc1ccc(-c2nn(-c3ccccc3C)cc2CNCCc2cnc[nH]2)cc1F | -5% | 13% | u | 5% | u | 2% | -1% | u | -1%
O=C(NCCCCc1ccccc1)Nc1ccc(F)cc1F | 0% | 16% | -8% | 22% | 4% | 1% | -3% | x | 11%
CCN1C(=O)[C@@H]2[C@@H](c3ccc(-c4ccccc4)cc3)N3CCC[C@@]3(C(=O)OC)[C@@H]2C1=O | x | 5% | -33% | 46%[activator] | x | i | 22% | x | -1%
O=C(CSc1nc(-c2ccccc2)cs1)N1CCc2ccccc21 | -1% | -13% | 14% | 49%[activator] | 4% | -1% | 4% | u | x
CC(NC(=O)C1CCN(C(=O)c2ccc(F)cc2)CC1)c1ccc(-n2ccnc2)cc1 (stereo unspecified) | x | 9% | -20% | 32% | 8% | -2% | 1% | u | -1%
Clc1cc(Cl)c2nc(N3CCCCC3)sc2c1 | 2% | -14% | 119%[activator] | 103%[activator] | 141%[activator] | 0% | 2% | u | -17%
Cc1ccccc1OCCC(=O)Nc1ccc(N2CCOCC2)cc1N1CCOCC1 | x | 23% | -23% | 3% | 0% | -10% | 2% | 45µM* | 21%
O=C(NC1CC1)C1Nc2ccc(OC(F)(F)F)cc2C2C=CCC12 (stereo unspecified) | x | 31%[activator] | -17% | 38%[activator] | x | 2% | -18% | x | 21%
CN1C(=O)N(c2ccccc2)C(Nc2nncs2)C1(C)C (stereo unspecified) | 1% | -9% | 6% | 24% | 8% | -7% | 5% | 16%[59 µM] | -2%
O=C(O)COc1ccc(Cl)cc1CO | -14% | -9% | -6% | 41%[activator] | 15% | x | 5% | u | -8%
Cn1nc(C(F)(F)F)c(-c2cccc(C(F)(F)F)c2)c1NC(=O)Nc1ccc(F)cc1 | 0% | -10% | 8% | 49%[activator] | -17% | -4% | -6% | 31% | 3%
C=CCn1c(C)cc(C(=O)COC(=O)c2n[nH]c(=O)c3ccccc23)c1C | x | 24% | -11% | 22% | x | -4% | 7% | x | 12%
C=CCn1c(SCc2cc(=O)n3ccsc3n2)nc2cc(Cl)ccc2c1=O | -1% | 37%[activator] | u | 7% | -14% | i | 14% | -3% | -14%
C/C(=N\NC(=O)COc1ccc(C(C)(C)C)cc1)c1ccc(-n2ccnc2)cc1 | 2% | 14% | -1% | 10% | -10% | -9% | 6% | -9%[59 µM] | 1%
Cc1ccc(-c2cc(C(=O)NN)n[nH]2)o1 | -5% | 28% | -14% | 23% | u | 0% | 3% | x | u
COc1ccc(Cl)c(CNC[C@H]2O[C@@H](n3cnc(C(N)=O)n3)[C@H](O)[C@@H]2O)c1 | x | 21% | -6% | 52%[activator] | x | -1% | 1% | x | -5%
CC(C(=O)N1CCN(C(=O)c2ccco2)CC1)n1sc2ccccc2c1=O (stereo unspecified) | 1% | 4% | -9% | 69%[activator] | -23% | -6% | -9% | 21% | 2%
COc1ccc(OC)c(CNC(=O)c2c(C)oc3ncn(CC(C)C)c(=O)c23)c1 | 2% | 10% | -22% | 3% | -3%[57.1 µM] | -4% | -6% | -11%[59 µM] | -11%
CC(C)n1nccc1N(Cc1ccc(Cl)cc1)S(=O)(=O)c1ccccc1 | -10% | 35%[activator] | 8% | 33% | 14% | -10% | 15% | u | -11%
N#CCCN(C(=O)Nc1ccc(Cl)cc1)c1ccccc1 | -7% | 16% | 4% | 31% | 41%[activator] | -2% | -8% | -35%[12.7 µM] | -5%
O=C(Nc1ccc(-c2noc(-c3ccccc3F)n2)cc1)c1cccs1 | 2% | 18% | 5% | 22% | -5% | -5% | 3% | 0%[59 µM] | 1%
COc1ccc(N=C2S/C(=C\c3ccc(Cl)c([N+](=O)[O-])c3)C(=O)N2CCN(C)C)cc1 | -7% | u | 35µM* | 16µM* | 16µM* | -2% | u | u | -2%
O=C(c1cnccn1)N1CCN(c2ccccc2F)CC1 | 4% | 16% | -5% | 27% | 3% | -9% | 7% | 16%[59 µM] | 0%
c1ccc2[nH]c(SCc3cscn3)nc2c1 | -1% | u | -21% | 38%[activator] | 1% | i | 14% | -4%[12.7 µM] | -2%
CCOc1cccc(N(C(=O)C2COc3ccccc3O2)C(C(=O)NC2CCCCC2)c2ccc(O)cc2)c1 (stereo unspecified) | 1% | 2% | -22% | 23% | 12% | -5% | 5% | 9%[59 µM] | 0%
CC1CCCC(C)N1S(=O)(=O)c1ccc(NC(=O)c2ccccc2C(=O)N2CCOCC2)cc1 (stereo unspecified) | -4% | 15% | -24% | 21% | -3% | -8% | -3% | 3%[59 µM] | 5%
